High-throughput results deposited in PubChem by Sanford-Burnham Center for Chemical Genomics.
HEK293 NOD2/NF-kB – NOD2 signaling inhibitors, cell-based, luminescence, uHTS, HEK293 (AID 1566); inhibition, % at 4 µM, or EC50 in µM where a hit was titrated; HEK293 NOD2/NF-kB luciferase reporter, luminescence; higher % means a stronger effect; hit rate 0.63% among 290,000; also: many of its hits are not listed in these tables
PMI inhibitors – inhibitors of human PMI, primary screen, biochemical, fluorescence intensity, coupled assay (AID 1209); purified PMI enzyme, coupled fluorescence intensity; higher % means a stronger effect; inhibition, % at 20 µM; hits with a dose series show IC50 in µM; hit rate 0.42% among 190,000;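 also: plate controls were DMSO vehicle for no effect and wells lacking substrate for full effect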
XIAP displacement – XIAP antagonists, biochemical, IAP family, fluorescence polarization (AID 1018) | one-dose displacement, % at 20 µM; IC50 in µM for titrated hits | hit rate 0.007% among 200,000 | XIAP BIR domain, fluorescence polarization peptide displacement; higher % means a stronger effect; in the data active = displacement above about 50%; also: a part of the inactive calls stands beside numbers as strong as those of hits
KOR beta-arrestin-1 – kappa opioid receptor blockers – cell-based, luminescence, uHTS (AID 1778); KOR beta-arrestin recruitment, luminescence, antagonist mode; higher % means a stronger effect; inhibition, % at 10 µM; hits with a dose series show IC50 in µM; hit rate 0.091% among 290,000; also: strong numbers were not always called active
LYP inhibition – inhibitors of LYP phosphatase, biochemical, fluorescence intensity, uHTS (AID 1779) | recombinant LYP phosphatase, fluorescence intensity; higher % means a stronger effect | inhibition, % at 11.5 µM, or IC50 in µM where a hit was titrated | hit rate 0.054% among 290,000;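 also: plate controls were vehicle with enzyme for no effect and no enzyme for full effect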
KOR beta-arrestin-2 – KOR agonists, beta-arrestin recruitment, primary screen, cell-based, luminescence, uHTS (AID 1777); hit rate 0.02% among 280,000; activation, % at 10 µM; hits with a dose series show EC50 in µM; KOR beta-arrestin recruitment, luminescence; higher % means a stronger effect; in the data active = activation above about 50%, passing the limit was not always enough; also: a part of the inactive calls stands beside numbers as strong as those of hits
PMI inhibition – MPI inhibition at elevated mannose 6-phosphate – biochemical, fluorescence intensity, high mannose 6-phosphate, primary screen (AID 1220). recombinant PMI enzyme, coupled fluorescence intensity; higher % means a stronger effect. inhibition, % at 20 µM; hits with a dose series show IC50 in µM. hit rate 0.66% among 190,000
TNAP activation fold – stimulation of alkaline phosphatase TNAP activity – biochemical, luminescent, no phosphate acceptor, uHTS, primary screen (AID 1001); purified TNAP, luminescent activation assay, no phosphate acceptor; higher activation fold means a stronger effect; activation fold at 20 µM, or EC50 in µM where a hit was titrated; hit rate 0.03% among 200,000; in the data active = activation fold from about 3, or a potency from the dose series; inactive = the rest, 99 in 100 with activation fold below about 1.6; also: many of its hits are not listed in these tables
NOD1 NF-kB reporter – NOD1 signaling inhibitors, primary screen, cell-based, luminescence, uHTS (AID 1578). NOD1-driven NF-kB luciferase reporter cells, luminescence; higher % means a stronger effect. one-dose inhibition, % at 4 µM; EC50 in µM for titrated hits. hit rate 1% among 290,000; in the data active = inhibition mostly above about 36%, no sharp cut-off; inactive = mostly below about 34%;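 also: HEK-293T reporter cells stimulated with the NOD1 agonist gamma-tri-DAP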
Starred values were filed as active, the others as inactive; . = not tested or not shown; [ ] = remark or other dose. Rule as the data show it, unless noted: active = inhibition above about 50%; inactive = the rest.

SMILES	HEK293 NOD2/NF-kB	PMI inhibitors	XIAP displacement	KOR beta-arrestin-1	LYP inhibition	KOR beta-arrestin-2	PMI inhibition	TNAP activation fold	NOD1 NF-kB reporter
CSc1ccccc1C(=O)NCCSC(C)(C)C	-6%	-3%	-2.1%	4%	1%	8.0%	-7%	1.1	-17%
O=C(NC1CCCc2c1cnn2-c1cc(F)cc(F)c1)c1cc[n+]([O-])cc1 (configuration not stated)	5%	.	.	13%	-8%	4.1%	.	.	-6%
CCOc1cc(Cl)c(CNCCCN2CCOCC2)cc1OC	-8%	.	.	-43%[20 µM]	-9%	0.0%	.	.	-25%
Cc1c(Cl)cccc1NC(=O)Nc1ccn(C)n1	-5%	-15%	-11%	-39%	4%	7.4%	-14%	1	-22%
O=C(CCc1ccccc1)N1CCN(c2ccccc2F)CC1	-8%	5%	-5.3%	3%	-7%	-0.2%	-2%	1	-55%
Cc1nn(C(C)C(=O)NCCc2cccs2)c(=O)c2nn(-c3ccccc3)c(C)c12 (configuration not stated)	4%	.	.	-32%	-9%	1.4%	.	.	2%
CN1CCC(N(C)C(=O)CNC(=O)c2ccc(C(C)(C)C)cc2)CC1	22%	8%	-7.3%	-21%	-3%	-1.5%	7%	1	-16%
COc1ccc(NC(=O)Cn2nnc(C(=O)NCc3ccc(C)cc3)c2N)cc1OC	16%	.	.	-1%	-9%	2.0%	.	.	-11%
CNc1ccncc1S(=O)(=O)NC	-6%	-9%	-9.8%	-49%	-6%	2.1%	-10%	1	-46%
COc1ccccc1C(=O)N1CCNC(=O)C1CC(=O)Nc1ccc(Cl)cc1 (configuration not stated)	-2%	2%	-12%	20%	-8%	-5.2%	8%	1.2	-25%
CC1CCCC/C1=N\NC(=S)Nc1ccccc1 (configuration not stated)	12%	-33%	-6.6%	6%	-3%	5.9%	-40%	1.3	-18%
O=C(OC1C2CCC1C1CN(CCc3ccccc3)CC12)c1ccccc1 (configuration not stated)	5%	-21%	-0.6%	-12%	-6%	1.8%	-4%	1	-18%

Compound profiles, from the list above. Screens in order: HEK293 NOD2/NF-kB, PMI inhibitors, XIAP displacement, KOR beta-arrestin-1, LYP inhibition, KOR beta-arrestin-2, PMI inhibition, TNAP activation fold, NOD1 NF-kB reporter
Profile of Cc1nn(C(C)C(=O)NCCc2cccs2)c(=O)c2nn(-c3ccccc3)c(C)c12 (configuration not stated) → 4%, ., ., -32%, -9%, 1.4%, ., ., 2%
Profile of CC1CCCC/C1=N\NC(=S)Nc1ccccc1 (configuration not stated) → 12%, -33%, -6.6%, 6%, -3%, 5.9%, -40%, 1.3, -18%
Profile of COc1ccccc1C(=O)N1CCNC(=O)C1CC(=O)Nc1ccc(Cl)cc1 (configuration not stated) → -2%, 2%, -12%, 20%, -8%, -5.2%, 8%, 1.2, -25%
Profile of CSc1ccccc1C(=O)NCCSC(C)(C)C → -6%, -3%, -2.1%, 4%, 1%, 8.0%, -7%, 1.1, -17%
Profile of O=C(NC1CCCc2c1cnn2-c1cc(F)cc(F)c1)c1cc[n+]([O-])cc1 (configuration not stated) → 5%, ., ., 13%, -8%, 4.1%, ., ., -6%

New compounds follow.
SMILES	HEK293 NOD2/NF-kB	PMI inhibitors	XIAP displacement	KOR beta-arrestin-1	LYP inhibition	KOR beta-arrestin-2	PMI inhibition	TNAP activation fold	NOD1 NF-kB reporter
COc1ccc(N=Cc2c(C)[nH][nH]c2=O)cc1	-30%	-10%	-6.7%	-41%	4%	9.3%	25%	1.6	-36%
COc1ccccc1-c1csc(NC(=O)c2cc(-c3cccs3)nc3ccccc23)n1	3%	11%	-11%	15%	4%	3.2%	-1%	1	-12%
Cc1onc(-c2ccccc2)c1C(=O)c1ccccc1	10%	.	.	38%	-8%	1.4%	.	.	-10%
CCCNC(=O)Nc1cc(OCC)c(N2CCOCC2)cc1OCC	10%	18%	-4.2%	-21%	-6%	0.4%	59%*	1.1	7%
Cc1ccc(Nc2nc3ccccc3[nH]2)nc1	15%	1%	-9.5%	-2%	1%	4.8%	6%	2.8	-24%
CCc1nc(SCC(=O)Nc2cc(OC)ccc2OC)c2c(C)c(C)sc2n1	19%	.	.	51%	-1%	-1.3%	.	.	-2%
CCc1nc(NCCN)c(C#N)c2c1CSC(C)(C)C2	14%	6%	-5.2%	-40%	-6%	3.1%	4%	1	21%
CCOC(=O)c1cc(-c2ccccc2)sc1NC(=O)COC(=O)c1cccc(S(N)(=O)=O)c1	-24%	6%	-2.0%	-56%[20 µM]	-6%	-2.7%	1%	1.1	-60%
COC(=O)c1ccccc1NC(=O)CN(C)S(=O)(=O)c1cc(C)ccc1OC	-6%	-1%	-4.8%	-47%	-1%	5.7%	-4%	1	17%
Cc1noc(C)c1C(=O)N1CCOCC1	24%	-17%	-14%	-2%	-10%	-6.2%	-26%	1.2	-2%
CCOC(=O)CSCc1csc(CC(=O)Nc2ccccc2C)n1	-1%	.	.	-28%	-9%	8.1%	.	.	-7%
N#CCC(=O)Nc1ccc(C(=O)OCc2ccccc2Oc2ccccc2)cc1	10%	.	.	-2%	-2%	-0.2%	.	.	-16%

Single values from the results shown.
Under PMI inhibitors, `COC(=O)c1ccccc1NC(=O)CN(C)S(=O)(=O)c1cc(C)ccc1OC` has the entry -1%
Under TNAP activation fold, `CCCNC(=O)Nc1cc(OCC)c(N2CCOCC2)cc1OCC` has the entry 1.1
Under NOD1 NF-kB reporter, `COc1ccc(N=Cc2c(C)[nH][nH]c2=O)cc1` has the entry -36%
Under LYP inhibition, `N#CCC(=O)Nc1ccc(C(=O)OCc2ccccc2Oc2ccccc2)cc1` has the entry -2%
Under NOD1 NF-kB reporter, `Cc1onc(-c2ccccc2)c1C(=O)c1ccccc1` has the entry -10%
Under PMI inhibition, `CCc1nc(NCCN)c(C#N)c2c1CSC(C)(C)C2` has the entry 4%

(next part)
SMILES	HEK293 NOD2/NF-kB	PMI inhibitors	XIAP displacement	KOR beta-arrestin-1	LYP inhibition	KOR beta-arrestin-2	PMI inhibition	TNAP activation fold	NOD1 NF-kB reporter
Cn1cc(CCNCc2cn[nH]c2-c2ccc(-c3ccccc3)cc2)cn1	-38%	.	.	1%	-3%	2.6%	.	.	-12%
CCOCCCNC(=S)N(CCN(C)C)Cc1cc2cc3c(cc2[nH]c1=O)OCCO3	-2%	.	.	13%[20 µM]	-4%	-0.3%	.	.	-38%
COc1ccc(Cc2nnc(NC(=O)c3ccccc3[N+](=O)[O-])s2)cc1	11%	-5%	0.2%	-39%[20 µM]	-4%	-2.2%	-1%	1	-22%
CN(C(=O)Cc1c[nH]c2ccccc12)C(C(=O)Nc1ccc2c(c1)OCO2)c1ccccc1 (configuration not stated)	-30%	11%	-4.5%	27%	4%	3.7%	14%	1.1	-6%
COc1cccc(CNCCc2c[nH]c3ccccc23)c1OCc1ccccc1	-18%	1%	-3.7%	-11%	-1%	15%	-2%	1.5	-28%
O=C(O)CSc1nnc(-c2cc3ccccc3o2)n1-c1ccccc1	1%	-2%	-2.3%	-1%	1%	0.5%	-11%	1.1	-21%
CCOC(=O)C(=CNc1ccc(Cl)cn1)C(=O)OCC	32%	.	.	13%	0%	1.7%	.	.	-2%
Cc1ccc2c(c1)C(O)(CC(=O)c1cccc(-n3cccc3)c1)C(=O)N2 (configuration not stated)	10%	1%	-1.8%	-31%	0%	-1.7%	-2%	1.1	-31%
COc1ccc(C2N=C(c3ccccc3)NC(c3ccccc3)=N2)cc1	18%	8%	-1.6%	16%	-4%	-1.8%	6%	1.1	-11%
O=C(c1ccccc1)N1CCN(c2ncnc3c(-c4ccccc4)nsc23)CC1	-35%	16%	-2.5%	-6%[20 µM]	2%	.	15%	1	43%
CCOc1ccc(NC(=O)Cc2ccccc2)c([N+](=O)[O-])c1	3%	4%	0.4%	0%	0%	3.4%	-3%	1.1	-22%
COc1cc(/C=N/NC(=O)c2ccc(CN3C(=O)c4cccc5cccc3c45)cc2)cc(OC)c1O	31%	.	.	-18%	-3%	1.6%	.	.	19%
CCCC12C(=O)C(C)(C(c3ccccc3)=C1c1ccccc1)C1C(=O)N(c3ccc(C)cc3)C(=O)C12 (configuration not stated)	13%	3%	-2.4%	-18%	-1%	-1.2%	6%	1	24%
Cn1c(=O)n(CC(=O)Nc2ccccc2)c2ccccc21	12%	16%	-5.6%	.	-4%	.	16%	1.1	-6%
Cn1c(N)c(C(=O)COC(=O)c2cc(-c3ccco3)nc3ccccc23)c(=O)n(Cc2ccccc2)c1=O	10%	-25%	1.6%	1%	11%	-2.5%	-31%	1	-16%
CC(C)(C)c1ccc(-c2nn(CCC#N)cc2/C=N/O)cc1	5%	12%	0.5%	3%	-3%	-2.7%	8%	1.1	-14%
CC1C/C(=C/c2cccn2C)C(=O)/C(=C/c2cccn2C)C1 (configuration not stated)	7%	-58%	-14%	0%	-5%	-4.7%	-90%	0.7	36%
Cc1ccc(C)c(NC(=O)NCCN2CCCCC2)c1	10%	.	.	-32%	-9%	4.9%	.	.	-34%
O=[N+]([O-])c1ccc(Sc2ccccc2)nc1	-27%	-7%	3.6%	.	2%	1.1%	-4%	1.1	-16%
Cc1c(NC(=O)CC2NC(=O)NC2=O)c(=O)n(-c2ccccc2)n1C (configuration not stated)	30%	-7%	-4.1%	-12%	-4%	-2.8%	-2%	0.9	-23%
Cc1ccc(CN2C(=O)C(=O)N(CC(N)=O)C2=O)cc1	16%	.	.	16%	-5%	-2.3%	.	.	-3%
CC(=O)N1CCc2cc(S(=O)(=O)NCCC(=O)NCCc3ccc(C)cc3)ccc21	3%	19%	0.1%	-20%	7%	4.2%	6%	1.1	.
Cc1cc2nc(/C=C/c3cccnc3)[nH]c2cc1C	-83%	.	.	-204%[20 µM]	-31%	-3.4%	.	.	-86%
CC(C)C(=O)Nc1cccc(C(=O)Nc2ccc(S(=O)(=O)N3CCOCC3)cc2)c1	19%	.	.	-32%[20 µM]	-8%	-6.2%	.	.	-14%
CN1CCN(c2ccc(NC(=O)c3ccc4c(c3)OCCO4)cc2Cl)CC1	-124%	5%	-6.2%	-45%[20 µM]	-3%	-1.2%	2%	1.1	-37%
Cc1ccc(/C=N/NC(=O)CSc2nc3ccccc3[nH]2)o1	-8%	.	.	-20%	-2%	4.6%	.	.	53%
CC1CCC/C(=C\Nc2ccc(C(=O)O)c(O)c2)C1=O (configuration not stated)	-8%	.	.	2%	4%	1.8%	.	.	-13%
CN(C)/C=C/C(=O)c1ccncc1	18%	-5%	-0.4%	-27%[20 µM]	1%	-5.2%	-10%	1.1	-18%
Cc1nc2cc(NS(=O)(=O)c3cccc4cccnc34)ccc2s1	9%	.	.	-9%[20 µM]	1%	5.4%	.	.	-12%
CSc1nn(-c2ccc(C(=O)OCC(=O)NC(=O)NC(C)C)cc2)c(=S)s1	10%	8%	-11%	.	1%	-2.7%	9%	1	6%
COc1cccc(CNC(=O)C2CCCN(c3nc4ccccc4o3)C2)c1 (configuration not stated)	9%	-1%	-6.2%	-54%	-4%	6.7%	-5%	1.1	-5%
COc1ccc(C2(C(=O)NCc3ccco3)CCCC2)cc1OC	15%	-11%	-4.9%	-9%	-5%	5.7%	-4%	1.3	10%
CCCCC(O)CN1CCC(c2ccccc2)CC1 (configuration not stated)	6%	-2%	-5.4%	12%	-6%	-2.2%	-3%	1	-6%
CCOC(=O)c1sc(=S)n(-c2ccccc2)c1N	22%	-2%	-4.3%	10%	-8%	1.1%	2%	1.1	18%
COc1ccc(-c2nnc(SCC(=O)c3ccc[nH]3)n2-c2ccccc2)cc1	-32%	-2%	2.7%	10%	-5%	-0.9%	7%	1.2	-34%

This is a subset (hit frequency here may not be typical).
